# Assay outcomes deposited in PubChem by Johns Hopkins Ion Channel Center.
# TRPC6 inhibitor: mouse TRPC6 channel inhibitors, primary screen, cell-based, HEK293, membrane potential dye. AID 2553, 2010. B-score at 10 µM. actives 1.1% (n = 310,000). ACh-evoked depolarization; hits give low values. Short transient receptor potential channel 6 (Mus musculus), Q61143;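 active = B-score under library mean minus 3 SD, initial fluorescence not abnormally high, positive integrated signal ratio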;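 also: B-score derived from integrated fluorescence ratio over the kinetic read; more negative B-score means stronger inhibition of depolarization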
# TRPC4 potent: positive allosteric modulators of TRPC4, primary screen, cell-based, mouse TRPC4beta, HEK293 mu-opioid, Fluo-4 calcium; Short transient receptor potential channel 4 (Mus musculus), Q9QUQ5; DAMGO EC20, Fluo-4 Ca2+ flux; hits give high values; B-score at 10 µM; actives 0.42% (n = 310,000); AID 2227, 2009;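 active = B-score of calcium response area above 5 SD of library B-scores, with initial fluorescence ratio within 5 SD of library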;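 also: B-score of integrated fluorescence ratio over time as area under calcium response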
# Target sequence (Q9QUQ5 whole entry, looked up): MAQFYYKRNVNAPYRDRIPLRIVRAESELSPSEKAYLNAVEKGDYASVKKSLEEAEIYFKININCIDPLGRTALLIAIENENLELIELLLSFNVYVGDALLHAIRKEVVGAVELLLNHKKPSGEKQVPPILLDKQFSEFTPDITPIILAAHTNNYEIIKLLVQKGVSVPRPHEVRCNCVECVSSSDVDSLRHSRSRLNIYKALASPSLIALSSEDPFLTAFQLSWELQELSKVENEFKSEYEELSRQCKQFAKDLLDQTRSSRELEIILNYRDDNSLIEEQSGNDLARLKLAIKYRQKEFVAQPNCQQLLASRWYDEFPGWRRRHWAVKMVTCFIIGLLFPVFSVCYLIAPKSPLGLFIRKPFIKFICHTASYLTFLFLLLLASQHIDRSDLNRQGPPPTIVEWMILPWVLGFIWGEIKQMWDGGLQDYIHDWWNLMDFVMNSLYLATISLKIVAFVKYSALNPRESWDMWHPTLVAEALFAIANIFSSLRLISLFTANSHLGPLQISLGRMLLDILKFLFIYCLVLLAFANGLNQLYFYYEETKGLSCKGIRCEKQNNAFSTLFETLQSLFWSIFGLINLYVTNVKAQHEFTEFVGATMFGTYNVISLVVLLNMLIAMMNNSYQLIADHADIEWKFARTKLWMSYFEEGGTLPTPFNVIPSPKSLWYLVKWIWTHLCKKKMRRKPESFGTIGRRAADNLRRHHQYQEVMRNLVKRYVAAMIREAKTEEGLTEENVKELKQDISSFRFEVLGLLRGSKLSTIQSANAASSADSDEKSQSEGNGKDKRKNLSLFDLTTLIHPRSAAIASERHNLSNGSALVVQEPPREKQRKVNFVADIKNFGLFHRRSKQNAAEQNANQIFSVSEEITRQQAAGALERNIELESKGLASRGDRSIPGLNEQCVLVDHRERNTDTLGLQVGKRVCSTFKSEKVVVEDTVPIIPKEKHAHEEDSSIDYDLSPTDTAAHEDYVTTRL
# TRPC4 block: inhibitors of mouse TRPC4 channel, primary screen, Fluo4 calcium, HEK293 TRPC4beta/mu-opioid cells; AID 2247, 2010; B-score at 10 µM; actives 0.39% (n = 300,000); DAMGO-evoked Fluo4 calcium flux; hits give low values;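 active = B-score over 3 SD under the library average, no early fluorescence shift, positive overall ratio signal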
#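 Assay system – HEK293 line stably carrying TRPC4beta and mu-opioid receptor · Doses – single dose · Detection – Fluo4 calcium-dye fluorescence, kinetic read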
# RGS4 block: RGS4 inhibitors, primary screen, cell-based, HEK293 M3R inducible RGS4, calcium flux. AID 463165, 2010. actives 0.45% (n = 310,000). Fluo-4 calcium flux; hits give high values; triggered by carbachol at its EC20. B-score at 10 µM;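 active = B-score, a plate-corrected calcium signal, over three deviations above library mean, with baseline fluorescence within five deviations of library mean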;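 also: RGS4 expression induced by doxycycline in cells with stable M3 receptor; B-score is computed from the integrated fluorescence ratio over baseline after carbachol; higher B-score means a larger calcium signal and so more RGS4 inhibition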
# MrgX1 allo act: positive allosteric modulators of MrgX1, primary screen, HEK293 cells, Fluo-4 calcium flux; Mas-related G-protein coupled receptor member X1 (Homo sapiens), Q96LB2; FDSS; hits give high values; B-score at 10 µM; actives 0.63% (n = 310,000); AID 588675, 2011;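 active = plate-corrected calcium response at least 3 library SD above typical, normal starting fluorescence, not activating the receptor alone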;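 also: compound read alongside a low EC10 to EC30 dose of BAM8-22 agonist; peak minus trough fluorescence over baseline measured at the second addition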
# ANO1 activ: TMEM16A chloride channel activators or potentiators, primary screen, cell-based, HTS; Anoctamin-1 (Mus musculus), Q8BHY3; HEK293 TMEM16A/YFP-H148Q/I152L, iodide quench fluorescence; hits give low values; B-score at 10 µM; actives 0.3% (n = 340,000);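 active = fluorescence-ratio B-score plate-corrected deviation score at least 3 library SD below zero, with starting fluorescence score within 5 deviations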;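 also: channel opened by trigger with iodide after compound preincubation; score built on the fluorescence ratio of max minus min over baseline; more negative score means more quench and so TMEM16A activation or potentiation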
# TMEM16A inh: TMEM16A chloride channel inhibitors, primary screen, cell-based, HTS; actives 1.2% (n = 310,000); Anoctamin-1 (Mus musculus), Q8BHY3; HEK293 TMEM16A/YFP iodide influx fluorescence, ionomycin; normalized B-score (activity score, 25-100; higher = stronger inhibition) at 10 µM;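 active = ratio plate-corrected score three or more library SD toward inhibition, starting fluorescence score within five deviations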;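 also: score derived from kinetic fluorescence span divided by baseline fluorescence per well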
# MrgX1 agonist: agonists of human MrgX1 receptor, primary screen, HEK293 cells, Fluo-4 calcium flux | Mas-related G-protein coupled receptor member X1 (Homo sapiens), Q96LB2 | Fluo-4 calcium fluorescence, agonist mode; hits give high values | B-score at 10 µM | actives 0.44% (n = 310,000);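 active = calcium response B-score plate-corrected fluorescence ratio at least 3 library SD, with starting fluorescence B-score inside 5 SD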
#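 System – MrgX1-expressing HEK293 cells · Incubation – cells plated overnight, dye loaded 0.5 h 37 °C, 0.5 h room temperature · Technique – kinetic Fluo-4 NW fluorescence of intracellular calcium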
# MrgX1 antagonist: antagonists of human MrgX1 receptor, primary screen, HEK293 cells, Fluo-4 calcium flux; BAM8-22 antagonism; hits give low values; Mas-related G-protein coupled receptor member X1 (Homo sapiens), Q96LB2; B-score at 10 µM; actives 1.3% (n = 310,000);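 active = calcium-response B-score plate-corrected more than 3 library SD below zero, starting fluorescence within 5 deviations, no agonist response on first addition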;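 also: peak minus trough fluorescence over baseline after final BAM8-22 challenge near maximal dose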
# TRPC4 agonist: activators of mouse TRPC4 channel, primary screen, Fluo4 calcium, HEK293 TRPC4beta/mu-opioid cells. actives 0.49% (n = 310,000). AID 2237, 2010. B-score at 10 µM. Fluo4 calcium fluorescence; hits give high values. Short transient receptor potential channel 4 (Mus musculus), Q9QUQ5;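 active = B-score above 5 SD of library B-scores, and initial fluorescence ratio not above library mean plus 5 SD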;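 also: positive B-score marks a calcium rise read as TRPC4 activation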
#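 System: HEK293 cells stably co-expressing mouse TRPC4beta and mu-opioid receptor; Schedule: Fluo4 dye loading 45 min at room temperature, 110 s recording; Detection: Fluo4 fluorescence, kinetic; Evaluation: B-scored integrated calcium fluorescence ratio; Controls: buffer (low) and maximal DAMGO (high).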
# TRPC6 activator: mouse TRPC6 channel activators, primary screen, cell-based, HEK293, membrane potential dye. Short transient receptor potential channel 6 (Mus musculus), Q61143. HEK293-TRPC6 membrane potential dye fluorescence; hits give high values. B-score at 10 µM. actives 0.13% (n = 310,000);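 active = B-score of the integrated fluorescence ratio above library mean plus 3 SD, and starting fluorescence ratio within library mean plus 5 SD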;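 also: higher score means more depolarization so channel activation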
# Starred values were filed as active, the others as inactive; i = inactive; · = no result given.
SMILES,TRPC6 inhibitor,TRPC4 potent,TRPC4 block,RGS4 block,MrgX1 allo act,ANO1 activ,TMEM16A inh,MrgX1 agonist,MrgX1 antagonist,TRPC4 agonist,TRPC6 activator
CC(C)(C)c1nc2ccccc2[nH]1,i,i,i,i,i,i,i,i,i,i,i
CN1CCN(c2nc(Nc3ccc(F)cc3)nc(Nc3ccc(F)cc3)n2)CC1,i,i,i,i,i,i,i,i,i,i,i
CC(CN(C)Cc1nc(Cc2cccc(C(F)(F)F)c2)no1)CN1CCCC1 (configuration not stated),i,i,i,i,i,i,i,i,i,i,i
CCOC(=O)C1(Cc2cccc(OC)c2)CCN(C/C=C/c2ccccc2)CC1,i,i,i,i,i,i,i,i,i,i,i
COc1ccccc1CNC(=O)Cc1c[nH]c2ccccc12,i,i,i,i,i,i,i,i,i,i,i
CS(=O)(=O)c1ccc(Cl)c(NC(=O)c2cc(S(=O)(=O)N3CCOCC3)ccc2N2CCCC2)c1,i,i,i,i,i,i,i,i,i,i,i
CCN(CC)C(=O)C1CCCN(Cc2cccc(Oc3ccccc3)c2)C1 (configuration not stated),i,i,-7*,i,i,i,i,i,i,i,i
CCn1c(Cc2ccccc2)nnc1SCC(=O)Nc1nnc(-c2ccccc2)s1,i,i,i,i,i,i,i,i,i,i,i
CC(C)(C)OC(=O)N1CCC[C@H]1C(=O)N/N=C/c1cccc2cccnc12,i,i,i,i,i,i,i,i,i,i,i
CC1(C)Cc2cccc(OCC(=O)Nc3ccc(S(N)(=O)=O)cc3)c2O1,i,i,i,i,i,i,i,i,i,i,i
O=C(O)C(=O)/C(=C\c1cccc(Cl)c1)c1ccc2ccccc2n1,i,i,i,i,i,i,i,i,i,i,i
CCCc1cc(=O)[nH]c(SCC(=O)c2cc(C)n(CCC)c2C)n1,i,i,i,i,i,i,i,i,i,i,i
N#C/C(=C(/O)c1cccs1)c1nc2ccccc2[nH]1,i,i,i,i,i,i,i,i,i,i,i
CC(=O)Nc1nc(-c2ccc3c(c2)CCN3S(C)(=O)=O)cs1,i,i,i,i,i,i,i,i,i,i,i
C=CCN1C(=O)C2C(C(=O)NC3CCCCC3)C3C=CC2(O3)C1C(=O)NC1CCCC1 (configuration not stated),i,i,i,i,i,·,i,i,i,i,i
CCOC(=O)c1c(C)[nH]c(C(=O)Nc2ccc(NC(C)=O)cc2)c1C,i,i,i,i,i,i,i,i,i,i,i
Cc1oc(C)c(C(=O)NCCCC(=O)O)c1C(=O)NCCCC(=O)O,i,i,i,i,i,i,i,i,i,i,i
Cc1cc(C)c(S(C)(=O)=O)c(Sc2ccc(Cl)cc2)n1,i,i,i,i,i,i,i,i,i,i,i
O=C(CSc1ncnc2nc[nH]c12)Nc1nnc(SCc2ccc(Cl)c(Cl)c2)s1,i,i,i,i,i,i,i,i,i,i,i
Cc1ccc(C2C(C(=O)O)c3ccccc3C(=O)N2C)c(C)c1 (configuration not stated),i,i,i,i,i,i,i,i,i,i,i
COc1ccc(NC(=O)CSc2nc(=O)n(CCN(C)C)c3c2CCCC3)cc1OC,i,i,i,i,i,i,i,i,-5.6*,i,i
Cn1c(N)c(C(=O)COC(=O)/C=C/c2ccc(S(=O)(=O)N3CCOCC3)cc2)c(=O)n(C)c1=O,i,i,i,i,i,i,i,i,i,i,i
COc1ccc(N2CCN(C(=O)c3cc(=O)c4cc(C)cc(C)c4o3)CC2)cc1,i,i,i,i,i,i,i,i,i,i,i
CCOc1ccccc1N1CCN(C(=O)CC(C)C)CC1,i,i,i,i,i,i,i,i,i,i,i
COc1cccc(C(=O)NN2CC(O)=C(c3nc4ccccc4n3C)C2=N)c1,i,i,i,i,i,·,i,i,i,i,i

# Further structures follow:
SMILES,TRPC6 inhibitor,TRPC4 potent,TRPC4 block,RGS4 block,MrgX1 allo act,ANO1 activ,TMEM16A inh,MrgX1 agonist,MrgX1 antagonist,TRPC4 agonist,TRPC6 activator
CCC(C)N1C(=O)CCC1C(=O)O (configuration not stated),i,i,i,i,i,i,i,i,i,i,i
Cc1cccc(/C=N/NC(=O)CC(=O)NCCc2ccccc2)c1,i,i,i,i,i,i,i,i,i,i,i
CC(NS(=O)(=O)CCNC(=O)c1ccccc1)c1ccccc1 (configuration not stated),i,i,i,i,i,i,i,i,i,i,i
COc1ccc(-c2ocnc2C(=O)N2CCN(C(=O)C(c3ccccc3)c3ccccc3)CC2)cc1,i,i,i,i,i,i,i,i,i,i,i
Cc1ccc(CN2C(=O)C(C)Nc3ncnc(N4CCN(c5ccccn5)CC4)c32)cc1 (configuration not stated),i,i,i,i,i,i,i,i,i,i,i
COC(=O)C1CCN(c2nc3ccccc3nc2C(C#N)C(=O)OCC(C)C)CC1 (configuration not stated),i,i,i,i,i,i,i,i,i,i,i
COC(=O)[C@@H]1CCCN1C(=O)[C@@H](NC(=O)OC(C)(C)C)C(C)C,i,i,i,i,i,i,i,i,i,i,i
CN1CCc2cccc3c2C1Cc1ccc(O)c(O)c1-3 (configuration not stated),i,i,i,i,i,i,i,i,i,i,i
CN1CCN(C(=O)c2ccc(COc3ccc(Cl)cc3Cl)cc2)CC1,i,i,i,i,i,i,i,i,i,i,i
CC(=O)c1cc(C(=O)Nc2ccc3ccccc3c2)c(C)o1,i,i,i,i,i,i,i,i,i,i,i
CC1CC(C)CN(CCCNC(=O)CCC(=O)N2CC(C)Oc3ccccc32)C1 (configuration not stated),i,i,i,i,i,i,i,i,i,53*,i
Cc1ccccc1NC(=O)c1ccc(Cl)c(NC(=O)c2ccncc2)c1,i,i,i,i,i,i,i,i,i,i,i
COC(=O)c1ccccc1S(=O)(=O)Nc1ccc2cn[nH]c2c1,i,i,i,i,i,i,i,i,i,i,i
Cc1nc2ccccc2nc(C)c1=NOCC(=O)N(c1ccccc1)C(C)C,i,i,i,i,i,i,i,i,i,i,i
O=C(CCCCn1c(=O)[nH]c2ccccc2c1=O)N1CCN(c2cccc(C(F)(F)F)c2)CC1,i,i,i,i,i,i,i,i,i,i,i
Cc1[nH]n(-c2ccccc2)c(=O)c1C=NC1CCCCC1,i,i,i,i,i,i,i,i,i,i,i
O=C(Nc1ccc2c(c1)S(=O)(=O)N=C1CCCCCN12)c1ccccc1Cl,i,i,i,i,i,i,i,i,i,i,i
O=C(COC(=O)C(O)c1ccccc1)c1ccc2c(c1)OCCO2 (configuration not stated),i,i,i,i,i,i,i,i,i,i,i
COc1ccccc1N(CC(=O)NCCN1CCOCC1)S(=O)(=O)c1ccccc1,i,i,i,i,i,i,i,i,i,i,i
CN(C)C(=O)[C@H]1C[C@H]1[C@@H](O)[C@H](CO)NC(=O)[C@H](Cc1ccccc1)NC(=O)OC(C)(C)C,i,i,i,i,i,i,i,i,i,i,i
COc1cc(CN2C(=S)NC(C)(C)CC2(C)O)cc(OC)c1 (configuration not stated),i,i,i,i,i,i,i,i,i,i,i
CC(=O)c1ccc(N2Cc3ccccc3/C2=N\C(=O)Nc2ccccc2)cc1,i,i,i,i,i,i,i,i,i,i,i
O=C(CN1C(=O)c2ccccc2S1(=O)=O)c1ccc(F)c(F)c1,i,i,i,i,i,i,i,i,i,i,i
Brc1ccccc1OCCCCCN1CCOCC1,i,11*,i,i,i,i,i,i,i,i,i
CC1(C)Cc2c(sc(NC(=O)c3ccc(Br)o3)c2C#N)CO1,i,i,i,i,i,i,i,i,i,i,i

# Additional results
SMILES,TRPC6 inhibitor,TRPC4 potent,TRPC4 block,RGS4 block,MrgX1 allo act,ANO1 activ,TMEM16A inh,MrgX1 agonist,MrgX1 antagonist,TRPC4 agonist,TRPC6 activator
CCc1ccc(NC(=O)c2cnn3ccccc23)cc1,i,i,i,i,i,i,i,i,i,i,i
CCN(CC(=O)Nc1c(F)cccc1F)C(=O)c1ccc(S(=O)(=O)N2CCCC2)cc1,i,i,i,i,i,i,i,i,i,i,i
COc1ccc(NCC(=O)N/N=C/c2c(C)nn(Cc3ccccc3)c2Cl)cc1,i,i,i,i,i,i,i,i,i,i,i
CSc1nc2nc3c(cc2c(=O)n1-c1ccc(C)cc1)COC(C)(C)C3,i,i,i,i,i,i,i,i,i,i,i
CCOC(=O)C1CCN(S(=O)(=O)c2ccc(OCC(=O)OC)cc2)CC1,i,i,i,i,i,i,i,i,i,i,i
COc1ccc2c(c1OC)C(=O)N1N=C(c3ccc(Cl)cc3)CC21 (configuration not stated),i,i,i,i,i,i,i,i,i,i,i
CCOc1ccc(NC(=O)N(CCC(C)C)C2CCN(C(C)=O)CC2)cc1,i,i,i,i,i,i,i,i,i,i,i
O=C(C1CCC(CNS(=O)(=O)c2cccs2)CC1)N1CCN(c2ccc(Cl)cc2)CC1 (configuration not stated),i,i,i,i,i,i,i,i,i,i,i
COc1ccc(OC)c(N(CC(=O)NCc2ccncc2)S(C)(=O)=O)c1,i,i,i,i,i,i,i,i,i,i,i
COC(=O)C1=C(C)N(Cc2ccccc2)C(=NCc2cc(OC)c(OC)c(OC)c2)N[C@H]1c1cccc(F)c1,i,i,i,i,i,i,i,i,i,i,i
CCCS(=O)(=O)N1CCN(C2Cc3ccccc3C2)CC1,i,i,i,i,i,-13*,i,i,i,i,i
Cc1ccc(OCC(=O)N2CCN(C(=O)CCC3CCCC3)CC2)cc1,i,i,i,i,i,i,i,i,i,i,i
Cc1ccc2nc(N(CCCN(C)C)C(=O)CS(=O)(=O)c3ccccc3)sc2c1,i,i,i,i,i,i,i,i,i,i,i
